High-throughput results deposited in PubChem by National Center for Advancing Translational Sciences (NCATS).
D1 ag: agonists of human D1 dopamine receptor; P21728; HEK293 T-REx D1 cells, calcium flux, agonist mode; activation, % at 2 µM; actives 1% (n = 360,000); in the data active = activation above about 30%; also: 0% is about no effect
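Agonism was scored from calcium flux recorded over 180 s (1 read/s) after pintool compound addition, following a 10-cycle baseline. Cells were inducible force-coupled HEK293 TREx D1, plated overnight at 30 C and loaded with no-wash calcium dye.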
RXFP1 ag: agonists of human relaxin receptor RXFP1. Q9HBX9. HEK293T-RXFP1 cAMP TR-FRET, 30 min; response scale: percent of porcine relaxin response, buffer zero. actives 0.3% (n = 370,000). Potency, µM (doses to about 57.5 µM), inactives show top-dose activation, most hits filed as activators; also: potency is read from the fitted curve at half-maximal effect; % is scaled to controls: 0 for no effect and ±100 for the full control effect; nearly all actives have a fitted effect of over 60% in size; many of its hits are not listed in these tables
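HEK293 cells stably expressing RXFP1, treated 30 min at 37C with compounds plus PDE4 inhibitor Ro 20174; cAMP measured by HTRF TR-FRET. Normalized to buffer and 29 nM porcine relaxin; EC50 by Hill fit.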
Vif-APOBEC3G blk: inhibitors of Vif-APOBEC3G interaction; Q9HC16; HeLa A3G-eYFP + Vif (tagged APOBEC3G with the HIV-1 protein that degrades it), YFP fluorescence, overnight; Potency, µM (top dose mostly 46.1 µM), for inactives: top-dose activity, negative = active, actives largely listed as inhibitors; actives 0.076% (n = 410,000); AID 602310;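 also: potency is read from the fitted curve at half-maximal effect; % is scaled to controls: 0 for no effect and ±100 for the full control effect; nearly all actives have a fitted effect of over 60% in size; hits raise eYFP signal because A3G escapes Vif-driven loss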
Target sequence (Q9HC16 whole entry, looked up): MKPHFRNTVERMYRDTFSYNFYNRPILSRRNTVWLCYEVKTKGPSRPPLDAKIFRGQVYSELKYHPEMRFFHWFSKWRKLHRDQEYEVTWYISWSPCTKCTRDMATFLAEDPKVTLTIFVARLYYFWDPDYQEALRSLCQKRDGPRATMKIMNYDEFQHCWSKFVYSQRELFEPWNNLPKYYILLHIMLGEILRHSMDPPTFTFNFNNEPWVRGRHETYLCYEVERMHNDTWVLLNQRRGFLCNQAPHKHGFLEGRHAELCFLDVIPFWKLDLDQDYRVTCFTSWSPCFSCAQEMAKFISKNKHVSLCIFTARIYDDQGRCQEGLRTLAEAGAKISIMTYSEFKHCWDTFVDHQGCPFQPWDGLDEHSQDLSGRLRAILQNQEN
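HeLa cells stably expressing Vif and C-terminally eYFP-tagged A3G, seeded overnight at 37 deg C, then exposed to compound by pintool overnight at 37 deg C. Rise in yellow fluorescence (Ex 488/Em 500-530, Acumen) marks blocked Vif-driven A3G degradation.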
D1 PAM: potentiators of human D1 dopamine receptor. actives 0.036% (n = 360,000). potentiation, % at 10 µM. HEK293 TREx D1 cells, calcium flux, dopamine EC20 potentiation; in the data active = potentiation above about 30%; also: 0% is about no effect
Vif-APOBEC3F blk: blocks the Vif interaction with APOBEC3F; HeLa A3F-eYFP + Vif (tagged APOBEC3F with the HIV-1 protein that degrades it), YFP fluorescence increase; actives 0.2% (n = 390,000); Potency, µM (series often up to 46.1 µM), for the others: top-dose activity, negative = active; also: potency is read from the fitted curve at half-maximal effect; % of control where 0% means no effect; nearly all actives have a fitted effect of over 65% in size
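HeLa cells stably expressing Vif plus C-terminally eYFP-tagged A3F were seeded, incubated overnight at 37 deg C, dosed with compound, incubated overnight again at 37 deg C. Yellow fluorescence (Ex 488/Em 500-530) reported blocked Vif-mediated A3F-eYFP degradation.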
RXFP1 antag: RXFP1 (human) relaxin receptor antagonism; Q9HBX9; HEK293-RXFP1, relaxin-stimulated cAMP HTRF, 30 min; active compounds read low; activity change, negative = inhibition, % at 57.5 µM; actives 0.59% (n = 350,000);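 active = activity change of -60% or lower, but not beyond a set lower limit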; also: % is scaled to controls: 0 for no effect and ±100 for the full control effect
GRP78 ERSR act: ER stress response induction in glioma; U87-MG GRP78 promoter luciferase reporter, 16 h; Potency, µM, inactives show top-dose activation, hits mostly activators; actives 0.02% (n = 420,000); also: potency is read from the fitted curve at half-maximal effect; series mostly up to about 76 µM; % of control where 0% means no effect; nearly all actives have a fitted effect of over 35% in size
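Stably transfected U87-MG glioma cells carrying a GRP78-based luciferase sensor; 16 h compound incubation. Luminescence end-point read 10 min after Bright-Glo addition at room temperature.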
D1 antagonist: antagonists of human D1 dopamine receptor; activity change, negative = inhibition, % at 10 µM; actives 3.2% (n = 360,000); AID 504652; P21728; HEK293 TREx D1 cells, calcium flux, dopamine EC80; active compounds read low; in the data active = activity change below about -30%; also: % is scaled to controls: 0 for no effect and ±100 for the full control effect
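After overnight tetracycline induction at 30 C, force-coupled D1 HEK293 cells took up a no-wash calcium dye at room temperature. Compounds were added and monitored 180 s, and the response to EC80 dopamine was then recorded.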
D2 potentiator: positive allosteric modulators of human D2 dopamine receptor; HEK293 T-REx D2, calcium flux, EC20 dopamine potentiation; potentiation, % at 10 µM; actives 0.34% (n = 340,000); AID 485347;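 active = potentiation over 3 SD above the plate norm, cut at about 30% in these data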; also: 0% is about no effect
Target sequence (P14416 whole entry, looked up): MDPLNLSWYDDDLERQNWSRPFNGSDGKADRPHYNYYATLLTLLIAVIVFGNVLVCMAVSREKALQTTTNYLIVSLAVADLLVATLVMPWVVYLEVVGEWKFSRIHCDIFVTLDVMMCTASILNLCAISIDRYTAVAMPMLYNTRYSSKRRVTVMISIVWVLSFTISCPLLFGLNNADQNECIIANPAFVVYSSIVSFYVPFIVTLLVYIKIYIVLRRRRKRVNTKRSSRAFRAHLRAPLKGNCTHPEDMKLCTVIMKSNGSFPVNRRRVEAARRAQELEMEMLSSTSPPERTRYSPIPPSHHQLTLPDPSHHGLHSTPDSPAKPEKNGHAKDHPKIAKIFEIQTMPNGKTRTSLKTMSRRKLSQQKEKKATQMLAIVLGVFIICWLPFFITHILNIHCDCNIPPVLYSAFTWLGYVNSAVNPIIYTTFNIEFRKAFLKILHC
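Tetracycline-induced Hek293 Trex D2 cells, force-coupled to calcium, loaded with no-wash calcium dye. Compound added with 180 s kinetic read for agonism, then EC20 dopamine and a further 180 s read for potentiation.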
Active calls of the source: *; . = not tested or not shown. Unless noted, calls follow the shape of the dose curve; as a rule, active = well fitted curve in the direction sought with a large enough effect; inconclusive = small, poorly fitted or top-dose-only effect, or another doubt; inactive = no such curve, though single readings can be large; an effect the other way counts as inactive or inconclusive. Only part of the results is shown; the hit share may differ from the screen's.

[1] Cc1ccccc1C(=NC(=O)c1ccccc1)c1ccccc1
[2] COc1cc(OC)cc(C(=O)NCC(=O)OCc2nc3ccccc3s2)c1
[3] O=S(=O)(NCC(Nc1ccc(Cl)cc1)c1ccccc1)c1ccc(Cl)cc1 (configuration not stated)
[4] Cc1ccc2nc(SCC(=O)Nc3cc(C(C)(C)C)nn3-c3ccccc3)[nH]c2c1
[5] O=C(COC(=O)c1cc(S(=O)(=O)N2CCOCC2)c(Cl)cc1Cl)NC1CC1
[6] CCc1nc2onc(C)c2c(=O)n1CC(=O)O
[7] Cc1ccc(CNC(=O)Cn2ccc3cc(S(=O)(=O)N4CCCCCC4)ccc32)cc1
[8] COc1ccc(C)cc1N(CC(=O)N/N=C/c1ccc2c(c1)OCO2)S(C)(=O)=O
[9] O=C(O)c1cccc(Cn2cc(Cl)cn2)c1
[10] COc1ccc(-c2cn(-c3ccc(C)c(C)c3)c(=S)[nH]2)cc1OC

Screen / compound no. | 1 | 2 | 3 | 4 | 5 | 6 | 7 | 8 | 9 | 10
D1 ag | 5 | 6 | 2 | 1 | 2 | 3 | 2 | 3 | 2 | 1
RXFP1 ag | -0.2% | 0.3% | 3.8% | -1.4% | 1.7% | 0.7% | 3.3% | 1.8% | 0.2% | 15%
Vif-APOBEC3G blk | -4% | -4% | -11% | 4% | 2% | -6% | 3% | -4% | 1% | 1%
D1 PAM | 0 | 2 | -7 | -6 | 1 | 6 | 2 | 0 | 0 | -1
Vif-APOBEC3F blk | -10% | -1% | -18% | -9% | -7% | -3% | 4% | -51% | -7% | 17%
RXFP1 antag | -4 | 1 | -10 | -7 | 4 | . | -7 | 6 | 17 | -1
GRP78 ERSR act | -3% | 9% | -14% | -4% | 0% | -2% | 0% | -4% | -6% | 0%
D1 antagonist | 16 | 12 | 2 | -4 | 23 | 10 | 20 | 5 | 2 | -11
D2 potentiator | -5 | 10 | 3 | 8 | 15 | 4 | 5 | 4 | 10 | 14

[11] O=C(N/N=C/c1ccco1)c1cccc(N2CCCC2=O)c1
[12] CC(C)Sc1nc(NCc2ccco2)c2c3c(sc2n1)COC(C)(C)C3
[13] COC(=O)c1cnn(-c2ccc(C)c(C)c2)c1-n1cccc1
[14] CCCn1c(C2CCCN2c2nc(-c3cccc(Br)c3)cs2)nc2ccccc21 (configuration not stated)
[15] Cc1noc(C)c1COc1ccc(C(=O)NCCc2ccc(F)cc2)cc1
[16] CCc1ccc(NC(=O)CSc2nc3ccccc3c(=O)n2CCNC(C)=O)cc1
[17] CC1CCCCC1NC(=O)CN1C(=O)COc2ccccc21 (configuration not stated)
[18] COc1ccc(OC)c([N+](=O)[O-])c1C(N)=O
[19] Cc1ccc(N(C(=O)c2ccn[nH]2)C(C(=O)NC2CCCC2)c2cccs2)cc1 (configuration not stated)
[20] CC12CC(NC(=O)N1c1cccc(C(=O)NCc3ccc4c(c3)OCO4)c1)c1cc(Cl)ccc1O2 (configuration not stated)

Screen / compound no. | 11 | 12 | 13 | 14 | 15 | 16 | 17 | 18 | 19 | 20
D1 ag | 0 | 2 | -1 | 2 | 3 | 2 | 1 | 1 | 2 | 4
RXFP1 ag | 0.3% | 3.0% | -0.9% | -1.3% | -1.9% | 2.4% | -2.1% | 1.4% | 3.6% | -2.5%
Vif-APOBEC3G blk | 0% | -5% | -6% | -3% | 0% | 0% | 3% | -4% | . | -12%
D1 PAM | -4 | 8 | 4 | 9 | -11 | 1 | -4 | -5 | -1 | 3
Vif-APOBEC3F blk | 3% | . | -6% | 10µM* | 2% | -4% | -8% | -1% | . | 5%
RXFP1 antag | -16 | -9 | -4 | . | 3 | -3 | 3 | -19 | . | -5
GRP78 ERSR act | -2% | -2% | 1% | -3% | -1% | -3% | -3% | -5% | . | -9%
D1 antagonist | 5 | 6 | 4 | 8 | -14 | 9 | 5 | 11 | 9 | 7
D2 potentiator | -1 | 8 | 13 | 10 | 0 | -2 | -1 | -8 | -4 | -2

[21] CN(C(=O)COC(=O)c1ccc(CN2CCCC2=O)cc1)c1ccccc1
[22] Cc1ccc2nc(COc3ccccc3NC(=O)COc3ccc(F)cc3)cc(=O)n2c1
[23] CN(Cc1ccccc1)C(=O)c1ncn2c1c(=O)[nH]c1cccnc12
[24] CN(Cc1c(C(=O)N/N=C/c2ccc(O)cc2)nnn1-c1nonc1N)c1ccccc1
[25] COc1ccc(Cc2nc3ccc(C(=O)N4CCC(C(N)=O)CC4)cc3o2)cc1
[26] CC(C)(c1ccc(O)c([N+](=O)[O-])c1)c1ccc(O)c([N+](=O)[O-])c1
[27] COc1cccc(OCC(=O)NNC(=O)Cc2cccs2)c1
[28] Cc1ccc(CCNC(=O)C2CCN(S(=O)(=O)c3cccc4nsnc34)CC2)cc1
[29] CCc1nnc(NC(=O)CCC(=O)N2CCN(Cc3cc(Cl)ccc3OC)CC2)s1
[30] Cc1ccc(C(C)C)cc1OCC(=O)Nc1nnc(C2CC2)s1

Screen / compound no. | 21 | 22 | 23 | 24 | 25 | 26 | 27 | 28 | 29 | 30
D1 ag | 2 | 2 | . | 3 | . | . | 1 | 1 | 4 | .
RXFP1 ag | -1.6% | 4.4% | . | -1.6% | . | . | 0.1% | -0.3% | -0.1% | .
Vif-APOBEC3G blk | 0% | 2% | 0% | -16% | 1% | 1% | 1% | 0% | -5% | 5%
D1 PAM | 6 | -4 | . | -1 | . | . | -2 | 0 | -7 | .
Vif-APOBEC3F blk | -1% | 3% | 6% | -4% | 2% | 3% | 1% | 1% | 5% | 1%
RXFP1 antag | -5 | -10 | -13 | -21 | 0 | -16 | 8 | 2 | -2 | -4
GRP78 ERSR act | 12% | -2% | -3% | -5% | -2% | -3% | -3% | -4% | -1% | -3%
D1 antagonist | 24 | 7 | . | -21 | . | . | 7 | -2 | 7 | .
D2 potentiator | -1 | 10 | . | -6 | . | . | -5 | -1 | -11 | .

[31] CCOc1ccc(CN2CCc3nc(Nc4ccc(OC)cc4OC)ncc3C2)cc1
[32] CC(C)C[C@H](NC(=O)c1nc[nH]c1C(=O)NCc1ccc(CNC(=O)OC(C)(C)C)cc1)C(=O)OC(C)(C)C
[33] COc1cc(NC(=O)c2cc(C)no2)c(OC)cc1Cl
[34] CC(C)N(Cc1ccccc1)C(=O)C1CCN(c2ncnc3c2nc2n3CCCCC2)CC1
[35] CCc1cc(=O)oc2c3c(cc(OCC(=O)NCCCC(=O)O)c12)OC(C)(C)CC3
[36] CCOC(=O)C1CCN(C(=O)CCCOc2ccccc2)CC1
[37] COc1cc(-c2nnco2)cc(OC)c1OC
[38] Cc1ccc(C2/C(=C(/O)c3cnn(-c4ccccc4)c3C)C(=O)C(=O)N2CCCN2CCOCC2)o1 (configuration not stated)
[39] COc1ccc(C(CNC(=O)CNC(=O)c2ccc(F)cc2)N2CCCC2)cc1 (configuration not stated)
[40] N#CCSc1nc2c(cc1C#N)CCCC2

Screen / compound no. | 31 | 32 | 33 | 34 | 35 | 36 | 37 | 38 | 39 | 40
D1 ag | 1 | 3 | -1 | 5 | 2 | 1 | 3 | 3 | 0 | 4
RXFP1 ag | 0.5% | -0.1% | 2.5% | 3.6% | -0.1% | 4.8% | 0.0% | 7.9% | 0.5% | 18%
Vif-APOBEC3G blk | . | -6% | 2% | -1% | 2% | 1% | 0% | . | 0% | -3%
D1 PAM | 0 | -2 | 0 | 0 | -10 | -1 | -1 | 2 | 2 | -4
Vif-APOBEC3F blk | . | 8% | 1% | -5% | 0% | -13% | 15% | . | 7% | -7%
RXFP1 antag | -13 | . | 3 | -33 | -2 | -22 | 2 | . | -3 | 4
GRP78 ERSR act | . | -3% | -5% | -5% | -4% | 0% | -3% | . | 0% | -5%
D1 antagonist | -2 | 4 | -9 | 4 | -20 | -1 | -4 | -8 | 17 | -32*
D2 potentiator | 1 | . | 5 | 2 | -11 | 0 | 22 | -14 | -20 | 6

[41] Cc1ccc(NC(=O)CSc2nnc(-c3cccs3)n2Cc2ccco2)cc1
[42] COc1cc(/C=N/NS(=O)(=O)c2ccc(C)c([N+](=O)[O-])c2)ccc1O
[43] CC(=O)c1ccc(S(=O)(=O)Nc2ccc(C(=O)NCC(c3ccco3)N3CCCC3)cc2)cc1 (configuration not stated)
[44] Cc1ccc(-c2nc(SCC(=O)N(C)C3CCS(=O)(=O)C3)[nH]c2-c2ccc(C)cc2)cc1 (configuration not stated)
[45] COc1ccc(N=C2SCC(c3ccccc3)=NN2C)cc1
[46] COc1ccc(-n2nc(C(=O)NCC3CCCO3)c3ccccc3c2=O)cc1 (configuration not stated)
[47] Cc1cc(C)c2oc(-c3ccc(C)c(NC(=O)/C=C/c4ccco4)c3)nc2c1
[48] Cc1cc(C)cc(NC(=O)c2cc(S(=O)(=O)N3CCCC3)ccc2F)c1

Screen / compound no. | 41 | 42 | 43 | 44 | 45 | 46 | 47 | 48
D1 ag | 0 | 5 | . | -1 | 1 | 0 | 0 | -2
RXFP1 ag | 2.4% | -0.7% | . | 0.3% | -0.5% | 0.2% | -1.8% | -2.0%
Vif-APOBEC3G blk | -5% | 1% | -2% | 2% | 3% | 1% | 1% | 1%
D1 PAM | -5 | 3 | . | 0 | -3 | -3 | -2 | 2
Vif-APOBEC3F blk | 1% | 2% | -4% | -6% | -3% | -10% | -5% | 0%
RXFP1 antag | -14 | -12 | 1 | -34 | -13 | 9 | . | -18
GRP78 ERSR act | -4% | -3% | -2% | 3% | -1% | -6% | 0% | -4%
D1 antagonist | -7 | -5 | . | 29 | -7 | 10 | -7 | -13
D2 potentiator | -10 | -1 | . | 4 | -5 | -12 | -5 | 9

Retrieved by structure from above (3):
[45] COc1ccc(N=C2SCC(c3ccccc3)=NN2C)cc1
[41] Cc1ccc(NC(=O)CSc2nnc(-c3cccs3)n2Cc2ccco2)cc1
[43] CC(=O)c1ccc(S(=O)(=O)Nc2ccc(C(=O)NCC(c3ccco3)N3CCCC3)cc2)cc1 (configuration not stated)

Screen / compound no. | 45 | 41 | 43
D1 ag | 1 | 0 | .
RXFP1 ag | -0.5% | 2.4% | .
Vif-APOBEC3G blk | 3% | -5% | -2%
D1 PAM | -3 | -5 | .
Vif-APOBEC3F blk | -3% | 1% | -4%
RXFP1 antag | -13 | -14 | 1
GRP78 ERSR act | -1% | -4% | -2%
D1 antagonist | -7 | -7 | .
D2 potentiator | -5 | -10 | .
